# Screening data from PubChem.
# M5 PAM: human M5 muscarinic receptor positive allosteric modulators, primary screen, CHO-K1 cells, Fluo-8 calcium fluorescence | Muscarinic acetylcholine receptor M5 (Homo sapiens), P08912 | CHO-K1 hM5, ACh EC20 PAM; 0% = ACh EC20, 100% = ACh EC100 | activation, % at 3 µM | 360,000 tested, 0.3% active;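 active = activation above the run cutoff, the mean activation of all test compounds plus 3 SD, cut at about 18% in these data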
#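 System: CHO-K1 hM5 cells. Reagent: acetylcholine, EC20 level. Compound dosing: single dose, 3 µM nominal final test concentration. Timing: Post-acetylcholine fluorescence recording 140 s. Detection: Fluo-8 calcium fluorescence. Read-out: % activation, ACh-normalized. Benchmarks: ACh EC20 and EC100 wells. Repeats: singlicate, one well per test compound.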
# CRFR2-BP antag: antagonists of CRF-BP/CRF-R2 complex, primary screen, cell-based, HEK293, calcium dye fluorescence, uHTS; CRF-induced calcium fluorescence; inhibition, % at 11.8 µM; 350,000 tested, 0.59% active;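 active = inhibition of the ligand-induced calcium signal above about 50% at the single tested concentration, limit read from the data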
# CHRM4 PAM: human M4 muscarinic receptor positive allosteric modulators, primary screen, CHO-K1 cells, Fluo-8 calcium fluorescence. CHO-K1 hM4/Gqi5, ACh EC20; 0% = ACh EC20, 100% = maximal ACh. Muscarinic acetylcholine receptor M4 (Homo sapiens), P08173. 360,000 tested, 0.4% active. activation, % at 3 µM;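 active = activation above its plate's cutoff, the mean activation of sample wells plus 3 SD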; note: some results filed as inactive read as strong as hits
# Target sequence (P08173 whole entry, looked up): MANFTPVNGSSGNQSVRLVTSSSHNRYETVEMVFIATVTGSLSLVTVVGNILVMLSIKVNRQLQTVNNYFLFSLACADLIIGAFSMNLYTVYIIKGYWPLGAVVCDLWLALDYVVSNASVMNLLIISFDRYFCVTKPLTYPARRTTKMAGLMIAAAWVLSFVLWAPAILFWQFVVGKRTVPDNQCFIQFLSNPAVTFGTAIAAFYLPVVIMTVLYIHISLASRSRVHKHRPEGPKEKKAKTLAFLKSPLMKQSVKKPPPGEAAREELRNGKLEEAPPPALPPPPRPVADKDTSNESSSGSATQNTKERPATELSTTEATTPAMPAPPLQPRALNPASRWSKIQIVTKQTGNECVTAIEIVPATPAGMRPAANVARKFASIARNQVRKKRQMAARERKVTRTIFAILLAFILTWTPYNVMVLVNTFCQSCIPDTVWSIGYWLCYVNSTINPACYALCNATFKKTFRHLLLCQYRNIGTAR
# CRFR2-BP ag: agonists of CRF-BP/CRF-R2 complex, primary screen, cell-based, HEK293, calcium dye fluorescence, uHTS; CRF-binding protein / CRF receptor 2 complex (human); calcium dye fluorescence (FLIPR); percent of saturating CRF peptide response; activation, % at 13.2 µM; 350,000 tested, 0.46% active;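 active = activation of at least 50%, plus an integration ratio under a set limit after plate pattern correction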;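 note: plate controls were neutral control wells without compound for no effect and CRF at EC100 for full effect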
# CHRM5 agonist: human M5 muscarinic receptor agonists, primary screen, CHO-K1 cells, Fluo-8 calcium fluorescence; Muscarinic acetylcholine receptor M5 (Homo sapiens), P08912; CHO-K1 hM5 cells; 0% DMSO wells, 100% maximal acetylcholine response; activation, % at 3 µM; 360,000 tested, 0.19% active; AID 624037, 2012;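 active = activation above the run's mean over test compounds plus 3 SD, cut at about 23% in these data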;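 note: signal is peak over basal fluorescence ratio across the kinetic read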
# M1 PAM: human M1 muscarinic receptor positive allosteric modulators, primary screen, CHO-K1 cells, Fluo-8 calcium fluorescence, 1536-well; AID 588819, 2011; Muscarinic acetylcholine receptor M1 (Homo sapiens), P11229; activation, % at 3 µM; CHO-K1 hM1, ACh EC20; 0% = ACh EC20, 100% = maximal ACh; 360,000 tested, 0.088% active; in the data active = activation above about 19%, passing the limit was not always enough
# Target sequence (P11229 whole entry, looked up): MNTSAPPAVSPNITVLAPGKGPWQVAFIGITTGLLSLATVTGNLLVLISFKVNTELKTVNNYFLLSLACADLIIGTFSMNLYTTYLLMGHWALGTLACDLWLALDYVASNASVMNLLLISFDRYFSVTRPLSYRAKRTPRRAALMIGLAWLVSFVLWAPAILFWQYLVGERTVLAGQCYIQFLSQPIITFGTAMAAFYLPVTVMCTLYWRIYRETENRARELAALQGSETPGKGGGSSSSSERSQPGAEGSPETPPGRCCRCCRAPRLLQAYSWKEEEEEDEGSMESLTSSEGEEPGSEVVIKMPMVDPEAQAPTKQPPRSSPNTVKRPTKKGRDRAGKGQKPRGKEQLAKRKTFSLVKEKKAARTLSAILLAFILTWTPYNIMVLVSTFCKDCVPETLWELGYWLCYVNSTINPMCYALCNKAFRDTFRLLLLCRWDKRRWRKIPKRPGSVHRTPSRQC
# M4 ag: human M4 muscarinic receptor agonists, primary screen, CHO-K1 cells, Fluo-8 calcium fluorescence; 360,000 tested, 0.14% active; activation, % at 3 µM; CHO-K1 hM4/Gqi5; vehicle 0%, full acetylcholine response 100%; Muscarinic acetylcholine receptor M4 (Homo sapiens), P08173;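 active = activation above the run mean over all test wells plus 3 SD, cut at about 32% in these data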;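 note: peak over basal fluorescence ratio per well then scaled between controls; 0% = DMSO wells and 100% = acetylcholine at EC100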
# CHRM4 antagonist: human M4 muscarinic receptor antagonists, primary screen, CHO cells, Fluo-8 calcium fluorescence; AID 624125, 2012; CHO-hM4 cells, ACh EC80; inhibition, % at 3 µM; Muscarinic acetylcholine receptor M4 (Homo sapiens), P08173; 360,000 tested, 0.73% active;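 active = inhibition above its plate's cutoff, the mean inhibition of sample wells plus 3 SD, cut at about 27% in these data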;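 note: 0% = acetylcholine EC80 with DMSO and 100% = DMSO without agonist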
# CHRM5 antagonist: human M5 muscarinic receptor antagonists, primary screen, CHO cells, Fluo-8 calcium fluorescence. CHO-hM5 cells, ACh EC80. inhibition, % at 3 µM. 360,000 tested, 0.59% active. AID 624040, 2012;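 active = inhibition above a per-plate cutoff, the mean of that plate's test compounds plus 3 SD, cut at about 27% in these data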;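 note: 0% = acetylcholine EC80 with DMSO and 100% = DMSO without agonist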
# The depositor's hits bear a star; . = not tested or not shown.
SMILES,M5 PAM,CRFR2-BP antag,CHRM4 PAM,CRFR2-BP ag,CHRM5 agonist,M1 PAM,M4 ag,CHRM4 antagonist,CHRM5 antagonist
COC(=O)C[C@@H]1CC[C@@H](NS(=O)(=O)c2ccc(F)cc2)[C@@H](CO)O1,-4,.,12,.,0,.,2,-1,4
COc1ccc(N(CC(=O)N/N=C(\C)c2ccc(C)cc2)S(=O)(=O)c2ccccc2)cc1,0,-16,-3,2.5,-2,8,0,5,2
CC(=O)Nc1nc(C)c(C(C)(C)C)s1,0,20,2,0.7,-12,9,0,1,8
CCc1ccccc1NC(=O)CCS(=O)(=O)c1ccc(Br)cc1,-2,8,-4,-7.2,-5,8,0,8,4
COC(=O)c1ccc(C(=O)OC)c(NC(=O)Oc2ccccc2)c1,-5,-8,-6,-0.5,-2,6,0,0,7
COc1cc(NC(=O)C2CCN(S(=O)(=O)c3ccc4[nH]c(=O)oc4c3)CC2)cc(OC)c1,-5,6,1,0.5,-4,8,1,-16,3
NC(=O)CC(NC(=O)Cc1cccc2ccccc12)c1ccc(NC2CCCC2)c([N+](=O)[O-])c1 (configuration not stated),-2,2,3,-0.2,2,0,1,1,3
O=C1CN(C(=O)COC(=O)CCNS(=O)(=O)c2ccc(Cl)cc2)c2ccccc2N1,-2,-12,2,0.5,-2,3,5,8,4
O=C(Nc1ccccc1Cl)N1CCN(c2ccc3nnc(-c4ccc(F)cc4)n3n2)CC1,-4,16,0,-3.0,1,-2,3,3,5
CCN(C[C@H]1N[C@@](Cc2ccccc2)(C(=O)OC)[C@H]2C(=O)N(Cc3ccccc3)C(=O)[C@@H]12)S(=O)(=O)c1ccc(C)cc1,-6,-7,2,0.1,1,1,0,-20,1
CN(C)c1ccc(C=C2C(=O)OC(C)(C(C)(C)C)OC2=O)cc1 (configuration not stated),-3,48,11,3.8,4,1,1,10,4
CCOc1ccccc1C(=O)NCCCn1ccnc1,-1,-4,-4,-1.2,-2,3,0,8,-1
COC(=O)[C@H]1C[C@@H](c2ccccc2)[C@H](C)C1(C)C,-12,6,1,2.7,2,6,0,4,15
N#Cc1ccc2ccn(CC(=O)NCc3ccccc3)c2c1,-3,21,-5,-1.6,-5,-2,0,0,-2
CCN(c1ccc(OC)cc1)S(=O)(=O)c1nnc(NC(=O)C2CCCCC2)s1,1,-10,-4,-2.6,-3,3,0,9,5
Cc1nc2ccccc2cc1OCc1ccc(F)cc1,-18,6,-12,0.5,2,-10,7,19,48*
O=C(NCc1ccccc1Cl)C1CCC(=O)N(CC2CCCCC2)C1 (configuration not stated),-1,-9,-4,-0.7,3,10,3,9,-1
Cc1ccc(-c2cc(C(=O)Nc3c(C)n(C)n(-c4ccccc4)c3=O)[nH]n2)c(O)c1C,2,-14,-2,-4.1,-13,0,1,5,-9
CCc1cc(=O)oc2c(C)c(OCC(=O)NCc3ccccn3)ccc12,1,-20,-7,-0.9,-4,15,2,2,1
COc1cc(/C=C/C(=O)OCC(=O)Nc2ccc(Cl)cn2)ccc1O,-1,-12,-8,-0.9,5,1,2,3,1
O=P(COCCOCP(=O)(c1ccccc1)c1ccccc1)(c1ccccc1)c1ccccc1,-2,-12,13,-1.1,1,4,3,1,-1
C[C@@H]1CC[C@@]2(OC1)O[C@H]1C[C@H]3[C@@H]4CC=C5C[C@@H](O)[C@H](O)C[C@]5(C)C4CC[C@]3(C)[C@H]1[C@@H]2C (some centres not stated),4,3,5,0.7,-3,15,2,-17,-3
COc1ccc(S(=O)(=O)N2CC(=O)Nc3ccccc32)cc1F,4,10,2,0.5,-1,6,2,2,5
O=C(O)CCSc1nnc(COc2ccc(Cl)cc2)n1-c1ccccc1,-11,12,-6,-1.5,-4,2,0,9,17
O=C(CCN1CCCC1Cc1ccccc1)c1ccc2c(c1)OCCO2 (configuration not stated),-20,12,-3,1.1,-7,-7,5,15,13
Cc1cc(C)c(NC(=O)c2ccc(S(=O)(=O)N(C)C)cc2)c(C)n1,5,-3,10,1.9,-2,2,4,-29,-1
CCOc1ccc(NC(=O)CNC(=O)c2cccs2)cc1,-1,-10,6,-1.2,-1,14,0,2,6
Cc1[nH]c2ccc(C(=O)OC(C)C(=O)NC3(C#N)CCCCC3)cc2c1C (configuration not stated),1,0,-2,-1.0,-2,3,1,-13,7
O=C(COC(=O)Cc1ccc(-c2ccccc2)cc1)NCc1ccc(F)cc1,-2,12,-5,1.4,-3,7,4,1,-1
COc1cccc(-c2cnc(C(O)c3c(C)cc(C)cc3C)[nH]2)c1 (configuration not stated),-5,.,-4,.,0,1,1,7,6
COc1cccc(NS(=O)(=O)c2ccc3c(c2)N(C(C)=O)CCO3)c1,-4,6,-3,4.5,3,18,8,0,8
CCC1C(=O)C(C)(C)C(=O)OC1c1ccc([N+](=O)[O-])cc1 (configuration not stated),4,-15,-6,-0.1,-4,4,0,6,3
Cc1ccc(-c2csc(N3CCN(c4cc5c(cc4Cl)nc(C(C)N)n5CCCO)CC3)n2)cc1 (configuration not stated),-2,1,4,-0.8,1,1,0,4,4
COc1ccc(NC(=S)SC)cc1OC,-4,-5,-7,-0.9,-2,4,6,-2,0
CCNC(=S)N/N=C/c1cc(Br)cc(Br)c1OC,-8,-15,2,0.4,-7,-10,-3,-19,-9
CCOC(=O)c1[nH]c2cc3c(cc2c1NC(=O)CN1CCN(CCO)CC1)OCO3,6,-3,0,2.0,4,8,0,-6,-13
O=c1[nH]c(SCc2c(Cl)cccc2Cl)nc2ccccc12,11,-8,0,7.5,-2,4,1,-14,1
COC(=O)C1=C(C)N(C)C(=S)N(C)C1c1cccc(Br)c1 (configuration not stated),-3,17,9,-1.9,-13,2,-1,-12,8
Cc1cccc(Nc2c(-c3ccc(O)cc3)nc3ncccn23)c1,-12,-13,-3,-0.2,-2,-1,3,-3,-8
O=C(OCC(=O)N1CCN(c2ccccc2)CC1)c1ccc[n+]([O-])c1,5,16,2,2.1,-1,5,1,1,7
CCN(Cc1ccncc1)C(=O)c1cc(COc2c(C)cccc2C)on1,-8,4,-3,-1.3,0,-7,5,-1,8
CC(C)(C)c1ccc(C(=O)Nc2ccccc2NC(=O)c2ccco2)cc1,-14,3,4,0.8,-4,-5,2,11,8
CC(=O)Nc1cccc(C(=O)NNC(=O)c2ccc(NS(=O)(=O)c3cccs3)cc2)c1,-6,3,7,-0.2,2,2,1,-1,4
O=C1CC(=O)CC(c2ccccc2Cl)C1,-5,6,3,-1.8,0,6,0,-8,-3
O=C(c1ccccc1Cl)N1CCC(c2nc3c(nnn3Cc3ccco3)c(=O)[nH]2)CC1,0,2,6,0.3,2,13,0,-6,-1
O=C(c1cccc(-c2ccco2)c1)N1CCCC(N2CCN(c3ccc(F)cc3)CC2)C1 (configuration not stated),0,1,9,-9.6,-6,1,3,5,12
c1ccc(COc2ncnc3c2ncn3CCCN2CCN(c3ccccn3)CC2)cc1,-4,3,-2,-1.4,-2,-2,4,-5,-5
CCOC(=O)c1cc(OC(=O)c2cccs2)n(-c2ccccc2)n1,-8,14,4,-1.3,-5,6,2,26,9
N#Cc1c(NC(=O)CSc2nnnn2C2CCCCC2)sc2c1CCCC2,7,12,8,-1.9,-1,4,0,-10,-7
CC(N=C1CC(C)(C)CC(=O)/C1=C(/O)CCCN1C(=O)c2ccccc2C1=O)C(=O)O (configuration not stated),-2,-13,7,-0.7,-3,9,2,-9,-4

# The list goes on, overlapping the part above by 6 compounds.
SMILES,M5 PAM,CRFR2-BP antag,CHRM4 PAM,CRFR2-BP ag,CHRM5 agonist,M1 PAM,M4 ag,CHRM4 antagonist,CHRM5 antagonist
O=C(c1ccccc1Cl)N1CCC(c2nc3c(nnn3Cc3ccco3)c(=O)[nH]2)CC1,0,2,6,0.3,2,13,0,-6,-1
O=C(c1cccc(-c2ccco2)c1)N1CCCC(N2CCN(c3ccc(F)cc3)CC2)C1 (configuration not stated),0,1,9,-9.6,-6,1,3,5,12
c1ccc(COc2ncnc3c2ncn3CCCN2CCN(c3ccccn3)CC2)cc1,-4,3,-2,-1.4,-2,-2,4,-5,-5
CCOC(=O)c1cc(OC(=O)c2cccs2)n(-c2ccccc2)n1,-8,14,4,-1.3,-5,6,2,26,9
N#Cc1c(NC(=O)CSc2nnnn2C2CCCCC2)sc2c1CCCC2,7,12,8,-1.9,-1,4,0,-10,-7
CC(N=C1CC(C)(C)CC(=O)/C1=C(/O)CCCN1C(=O)c2ccccc2C1=O)C(=O)O (configuration not stated),-2,-13,7,-0.7,-3,9,2,-9,-4
O=C(NCC(=O)N1CCCC(C(F)(F)F)C1)c1cccs1 (configuration not stated),-2,-2,11,-0.7,-2,7,2,-11,-3
CC(=O)N[C@H]1[C@H](Oc2ccc3c(c2)CCC2C3CC[C@]3(C)C(=O)CCC23)O[C@H](CO)[C@@H](O)[C@@H]1O (some centres not stated),6,-6,3,3.7,-3,12,0,-12,2
COc1ccc(C)cc1S(=O)(=O)Nc1cccc(C)c1,-1,28,10,5.5,-4,2,0,-14,-8
CCOC(=O)c1ccccc1N=Cc1c(O)c2ccccc2oc1=O,-2,7,-5,-2.9,0,1,1,10,3
CCN(CC)c1ccc(NC2CC(=O)N(CCc3ccc(OC)cc3)C2=O)cc1 (configuration not stated),-4,19,-13,0.7,-1,0,0,3,4
COc1ccc(N2CCc3c(C)nc4c(OC)cc(OC)cc4c32)cc1,8,-10,10,-3.6,0,-5,3,-9,4
CCOC(=O)Cn1c(=O)c2c(nc3n2CCN3Cc2ccccc2)n(C)c1=O,-1,0,6,0.6,-5,-3,2,-2,8
COCCN(C(=O)c1oc2ccccc2c1COC)c1c(N)n(CC(C)C)c(=O)[nH]c1=O,6,-3,9,0.2,-1,8,1,2,1
Cc1nnc(NC(=O)CSc2nccn2C)s1,-3,7,8,-1.4,1,14,1,0,0
CCc1nnc(NC(=O)c2ccc(-c3ccc(C(C)=O)cc3)o2)s1,15,-2,9,-1.4,3,22,1,-13,-10
O=C(Nc1ccc2ncccc2c1)c1ccccc1,1,-12,8,2.3,0,4,1,-15,1
Cc1ccc(C(=O)N2CCN(c3cccc(C)c3C)CC2)o1,-4,0,3,0.5,-3,5,0,-16,-1
CSc1nc2ccc(N3C(=O)C4CCCCC4C3=O)cc2s1 (configuration not stated),4,-9,16,-2.9,1,-1,2,-1,-14
Cc1ccc(C(=O)N(CC(C)C)c2nc3ccccc3s2)o1,-3,2,-3,1.0,-4,1,-1,-7,6
CC(=O)N1CCc2cc(S(=O)(=O)CCC(=O)Nc3cccc(F)c3)ccc21,3,0,-3,-0.9,-2,8,1,0,-9
C/C(=N\S(=O)(=O)c1ccc(C)cc1)N1CCN(S(=O)(=O)c2ccccc2)C1C(C)C (configuration not stated),-4,4,-1,3.0,-4,-1,4,-5,2
